Bioassay records (PubChem)
PMI activator: phosphomannose isomerase (human) activation; 190,000 tested, 0.005% active; P34949; activation factor at 20 µM; AID 1214; purified human PMI, coupled resazurin fluorescence, 20 min; active compounds read high; 1 = vehicle control, 0 substrate-free wells;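 active = activation factor of 2 or more at 20 µM, relative to plate controls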
Target sequence (P34949 whole entry, looked up): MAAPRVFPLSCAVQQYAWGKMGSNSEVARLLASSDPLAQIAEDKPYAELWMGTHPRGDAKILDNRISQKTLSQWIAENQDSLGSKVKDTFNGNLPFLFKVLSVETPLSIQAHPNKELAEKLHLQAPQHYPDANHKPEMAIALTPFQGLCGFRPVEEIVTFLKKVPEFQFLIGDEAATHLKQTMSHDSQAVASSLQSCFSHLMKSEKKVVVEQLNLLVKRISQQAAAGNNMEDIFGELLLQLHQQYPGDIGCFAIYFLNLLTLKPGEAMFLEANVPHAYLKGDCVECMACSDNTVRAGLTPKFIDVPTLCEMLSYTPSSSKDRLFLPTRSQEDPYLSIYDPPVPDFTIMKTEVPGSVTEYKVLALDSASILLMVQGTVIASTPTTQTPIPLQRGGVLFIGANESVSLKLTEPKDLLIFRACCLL
HMGR II inh: blocks class II HMG-CoA reductase of Enterococcus faecalis; purified E. faecalis HMGR, NADPH absorbance 340 nm kinetic; inhibition, % at 10 µM; 190,000 tested, 0.41% active;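 active = inhibition above a set limit, the median over all tested compounds plus 3 SD, cut at about 9.5% in these data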;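 also: enzyme runs in reverse so mevalonate oxidation gives rising NADPH absorbance; 0% = complete reaction with DMSO and 100% = background rate lacking mevalonate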
Hsp70 act: switches on Hsp70 transcription | HeLa Hsp70 promoter luciferase reporter, luminescence; scaled: vehicle 0, proteasome-inhibitor control 100% | activation, % at 10 µM | 200,000 tested, 0.04% active | AID 1203;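 active = activation above the mean across all tested compounds plus 3 SD, cutoff set per campaign, cut at about 5.5% in these data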;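 also: 100% = MG132 at 30 µM as the positive control and 0% = DMSO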
PMI act satM6P: PMI (human) activation, high substrate; P34949; coupled PMI enzyme assay, resazurin fluorescence, 20 min; active compounds read high; 1 = untreated enzyme, 0 = substrate-free blank; activation factor at 20 µM; 190,000 tested, 0.34% active; AID 1216;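 active = activation factor of 2 or more at 20 µM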
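Technique: Diaphorase-driven resazurin-to-resorufin fluorescence, excitation 544, emission 590 nm | Assay system: Human PMI in coupled enzyme assay | Times: Enzyme reaction with compound 20 min at room temperature | Medium: HEPES-buffered pH 7.4 with magnesium and detergent | Reagent: Mannose-6-phosphate 1.0 mM (near-saturating) plus 0.22 mM NADP+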
Lmaj promast: reduces viability of Leishmania major promastigotes; 200,000 tested, 9% active; inhibition, % at 10 µM; resazurin fluorescence viability; in the data active = inhibition above about 50%;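 also: promastigotes grown with compound for 44 hours at 28 °C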
DTT redox prof: compounds producing H2O2 with reducing agent – biochemical, NIH compound library profiling, artefact control for MLSCN library redox annotation, primary screen. DTT-dependent redox cycling H2O2, phenol red/HRP absorbance; 100% = 100 µM peroxide control, 0% = buffer. activation, % at 10 µM. 200,000 tested, 0.03% active;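 active = activation of at least 50% relative to the plate's high and low controls in the primary single-dose screen; inactive = activation below 50%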;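 also: compound incubated with DTT at 0.8 mM final as the reducing agent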
TNAP inh hiacc: blocks human TNAP under high phosphate acceptor concentration; purified TNAP, CDP-star luminescence, 1 M DEA; inhibition, % at 20 µM; 200,000 tested, 0.03% active; AID 1135;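 active = over 50% inhibition of tissue-nonspecific alkaline phosphatase at 20 µM in the single-dose screen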;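 also: plate controls were DMSO wells for no effect and EDTA-quenched wells as full inhibition for full effect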
Target sequence (P05186 whole entry, looked up): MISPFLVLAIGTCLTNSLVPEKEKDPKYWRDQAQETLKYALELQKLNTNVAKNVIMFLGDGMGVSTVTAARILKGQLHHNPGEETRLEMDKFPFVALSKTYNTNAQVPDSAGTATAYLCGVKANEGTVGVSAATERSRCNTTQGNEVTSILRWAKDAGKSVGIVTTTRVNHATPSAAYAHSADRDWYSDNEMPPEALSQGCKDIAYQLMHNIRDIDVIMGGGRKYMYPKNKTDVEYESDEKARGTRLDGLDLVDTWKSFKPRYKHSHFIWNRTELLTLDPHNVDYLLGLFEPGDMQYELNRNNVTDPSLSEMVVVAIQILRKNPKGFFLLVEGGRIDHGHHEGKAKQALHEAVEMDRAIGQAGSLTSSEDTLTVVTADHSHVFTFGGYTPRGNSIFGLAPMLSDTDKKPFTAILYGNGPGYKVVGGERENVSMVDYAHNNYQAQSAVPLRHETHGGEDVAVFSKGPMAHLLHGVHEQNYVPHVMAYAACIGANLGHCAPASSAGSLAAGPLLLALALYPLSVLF
TNAP inh no acc: TNAP (human) inhibition, acceptor-free conditions | 200,000 tested, 0.26% active | inhibition, % at 20 µM | purified TNAP, CDP-star luminescence, 30 min;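 active = tissue-nonspecific alkaline phosphatase inhibition above about 50% at 20 µM in the single-dose screen, limit read from the data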;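 also: 0% = DMSO negative control and 100% = EDTA positive control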
S1P3 antagonist: antagonists of human S1P3 receptor. Q99500. CHO S1P3 NFAT-BLA reporter, FRET fluorescence, antagonist mode. 170,000 tested, 0.27% active. AID 485. inhibition, % at 4.98 µM;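 active = inhibition above the plate cutoff, the mean inhibition of test wells on that plate plus 3 SD, cut at about 28% in these data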;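 also: cells challenged with S1P at its EC80 of 0.8 µM; blue over green emission ratio from cleaved BLA substrate after 4 h stimulation; 0% = S1P-stimulated wells and 100% = unstimulated DMSO-only wells; some compounds past the cut are filed as inactive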
RAM network inh: yeast RAM network inhibition; S. cerevisiae dse1pr::URA3 reporter, 5-FOA growth OD615, 2 d; analog-sensitive cbk1-as2 kinase mutant strain; AID 868; 190,000 tested, 1.8% active; inhibition, % at 50 µM;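 active = inhibition above a set limit, 3 SD over mean compound inhibition, cut at about 8.4% in these data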;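 also: 0% = DMSO-only wells with no growth and 100% = 10 µM 1-NA-PP1 full growth; inhibition rescues growth on 5-FOA so higher OD means more RAM inhibition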
* hit, by the source's call; nt = no result given.

SMILES | PMI activator | HMGR II inh | Hsp70 act | PMI act satM6P | Lmaj promast | DTT redox prof | TNAP inh hiacc | TNAP inh no acc | S1P3 antagonist | RAM network inh
COc1ccc(CCNC(=O)CSc2nnc(NC(C)=O)s2)cc1OC | 1 | 2 | -0.4 | 1 | -6 | -0.7 | -7 | -11 | -20 | 1.2
CC(=O)c1cccc(NC(=O)C(OC(=O)/C=C/c2ccc3c(c2)OCO3)c2ccccc2)c1 (stereo unspecified) | 0.9 | 1 | -0.2 | 0.9 | 1 | 0.2 | -3 | -7 | nt | 5.2
O=C(CSc1nc2[nH]ncc2c(=O)n1-c1ccccc1)N1CCCc2ccccc21 | 1 | -3 | -0.3 | 0.9 | 15 | -2.0 | -2 | -11 | -12 | 0.7
O=C(NCc1cccnc1)C1c2ccccc2C(=O)N1C1CCCC1 (stereo unspecified) | 0.8 | 3 | -0.2 | 0.8 | -7 | -0.5 | 1 | -11 | -10 | 0.8
Cc1ccc(C(=O)c2cc(C)sc2N)cc1 | 1 | -1 | -0.1 | 1.1 | -2 | -0.2 | -4 | -8 | -2 | -0.8
COc1ccc2ccccc2c1CNCc1ccccn1 | 0.9 | 1 | 0.1 | 1 | 52* | 0.0 | -7 | -13 | nt | -0.6
C/C(=N\NS(=O)(=O)c1ccc(C)cc1)c1ccc(C)o1 | 1 | -4 | -0.1 | 1 | -6 | -0.6 | -5 | -13 | -7 | -0.2
O=C(NCCc1nc2ccccc2[nH]1)/C(=C/c1ccco1)NC(=O)c1ccccc1Br | 1.2 | 1 | -0.4 | 1.2 | -4 | -0.3 | 2 | -3 | -8 | 0.7
O=C(C1Cc2ccccc2CN1S(=O)(=O)c1ccc(F)cc1)N1CCOCC1 (stereo unspecified) | 1.1 | 1 | -0.4 | 1.1 | -6 | 0.1 | 0 | -1 | nt | -0.7
O=C(Cc1cccs1)NCc1cccc(F)c1 | 1.1 | -5 | 0.4 | 1 | -1 | -0.5 | -2 | -12 | -4 | 0.1
Cc1cc(Cl)ccc1NC(=S)NCCCO | 1 | -12 | -0.2 | 1 | -1 | 0.2 | -2 | -22 | 0 | -1.1
COc1ccccc1CNC(=O)c1ccc(NS(=O)(=O)c2c(C)noc2C)cc1 | 0.9 | -4 | -0.1 | 0.9 | -8 | 1.7 | 1 | -3 | -14 | -0.6
CCOC(=O)C1CCN(C(=O)C(C)Sc2ccc(Cl)cc2)CC1 (stereo unspecified) | 1 | 0 | -0.3 | 1 | -6 | 0.4 | -3 | -6 | nt | -0.1
CC1(C)CC(=O)C2=C(C1)N(CC1CCCO1)C(=O)NC2(C(F)(F)F)C(F)(F)F (stereo unspecified) | 0.9 | 0 | -0.4 | 1 | -6 | 0.9 | 4 | -7 | -27 | 2.2
O=C(Nc1nncs1)c1cccc(S(=O)(=O)N2CCCCC2)c1 | 1.1 | 0 | 0.1 | 1.1 | -7 | 0.5 | -4 | -11 | nt | 1.8
CCOC(=O)C1CCN(C(=O)CSCCSCC(=O)N2CCC(C(=O)OCC)CC2)CC1 | 1 | 1 | -0.3 | 0.9 | 29 | -2.6 | -2 | -7 | 4 | 0.3
O=c1[nH]c2ccccc2c(O)c1O | 0.3 | 2 | -0.2 | 0.2 | 9 | -0.2 | 1 | 9 | -6 | 0.4
O=C(NCCO)C(F)(F)C(F)(F)C(F)(F)OC(F)(C(=O)NCCO)C(F)(F)F (stereo unspecified) | 1 | -6 | -0.3 | 0.9 | -3 | 0.7 | 0 | -12 | nt | 4.6
COc1ccc(OC)c(S(=O)(=O)Nc2cc(OC)c(Cl)cc2OC)c1 | 0.9 | 8 | 0.1 | 1 | 62* | 2.8 | 0 | -6 | 22 | 1.7
CN(C)S(=O)(=O)N1CCN(C(=O)c2cccs2)CC1 | 1 | -2 | -0.4 | 1 | 1 | 0.3 | 2 | -8 | nt | 1.7

By substructure: the compounds so far containing an aryl methoxy group (4)
SMILES | PMI activator | HMGR II inh | Hsp70 act | PMI act satM6P | Lmaj promast | DTT redox prof | TNAP inh hiacc | TNAP inh no acc | S1P3 antagonist | RAM network inh
COc1ccc(CCNC(=O)CSc2nnc(NC(C)=O)s2)cc1OC | 1 | 2 | -0.4 | 1 | -6 | -0.7 | -7 | -11 | -20 | 1.2
COc1ccc2ccccc2c1CNCc1ccccn1 | 0.9 | 1 | 0.1 | 1 | 52* | 0.0 | -7 | -13 | nt | -0.6
COc1ccccc1CNC(=O)c1ccc(NS(=O)(=O)c2c(C)noc2C)cc1 | 0.9 | -4 | -0.1 | 0.9 | -8 | 1.7 | 1 | -3 | -14 | -0.6
COc1ccc(OC)c(S(=O)(=O)Nc2cc(OC)c(Cl)cc2OC)c1 | 0.9 | 8 | 0.1 | 1 | 62* | 2.8 | 0 | -6 | 22 | 1.7

Continued.
SMILES | PMI activator | HMGR II inh | Hsp70 act | PMI act satM6P | Lmaj promast | DTT redox prof | TNAP inh hiacc | TNAP inh no acc | S1P3 antagonist | RAM network inh
Cc1cc2c(cc(C(=O)OCC(=O)NCc3cccs3)n2C(C)C)o1 | 0.8 | -7 | -0.1 | 0.9 | -4 | -2.8 | -5 | -12 | -16 | 4.2
Clc1ccccc1/C=N/c1cc(-c2ccccc2)nn1-c1ccccc1 | 1 | 1 | 0.2 | 1.1 | 27 | -5.9 | 0 | -6 | nt | 1.8
CCc1ccc(C2c3[nH]c4ccccc4c3CCN2C(=O)c2ccc(=O)n(C)n2)cc1 (stereo unspecified) | 0.8 | -3 | -0.1 | 0.9 | 50 | -0.5 | -4 | -3 | -17 | 4.6
CCCCN(CC)Cc1ccc(CNC(=O)Nc2ccc(OCC)cc2)o1 | 1 | -2 | -0.1 | 1.1 | 99* | -0.4 | -3 | -25 | nt | -0.5
O=C(CNc1ccccc1)N/N=C/c1ccc([N+](=O)[O-])cc1 | 0.9 | -3 | -0.2 | 1 | 14 | -0.3 | -4 | 2 | 14 | 3.2
C=CCn1c(SCC(=O)c2ccc(F)cc2)nnc1-c1ccc2c(c1)OCO2 | 1.2 | -2 | -0.1 | 1.1 | 8 | -0.2 | 0 | -9 | -11 | 0.7
Cc1c(NC(N)=O)c(=O)n(-c2ccccc2)n1C | nt | -2 | -0.2 | nt | -2 | 5.2 | -4 | -5 | -15 | 3.2
COc1ccc(C(=O)Cn2c(C(=O)/C=C/c3ccccc3)nc3ccccc32)cc1 | 1 | 2 | -0.4 | 1.1 | 89* | 0.6 | -2 | -6 | nt | 1.8
O=C(NC1CCCC1)c1ccc2nc[nH]c2c1 | 0.9 | 0 | -0.1 | 0.9 | -7 | -3.6 | -2 | -9 | 6 | -0.2
NNC(=O)CNC(=O)C12CC3CC(CC(C3)C1)C2 | 1 | -3 | -0.3 | 1 | -4 | -0.8 | -3 | -8 | -2 | 0.7

An excerpt of these results, field by field:
Cc1cc(Cl)ccc1NC(=S)NCCCO
  PMI activator: 1; HMGR II inh: -12; Hsp70 act: -0.2; PMI act satM6P: 1; Lmaj promast: -1; DTT redox prof: 0.2; TNAP inh hiacc: -2; TNAP inh no acc: -22; S1P3 antagonist: 0; RAM network inh: -1.1

O=C(C1Cc2ccccc2CN1S(=O)(=O)c1ccc(F)cc1)N1CCOCC1 (stereo unspecified)
  PMI activator: 1.1; HMGR II inh: 1; Hsp70 act: -0.4; PMI act satM6P: 1.1; Lmaj promast: -6; DTT redox prof: 0.1; TNAP inh hiacc: 0; TNAP inh no acc: -1; S1P3 antagonist: nt; RAM network inh: -0.7

C/C(=N\NS(=O)(=O)c1ccc(C)cc1)c1ccc(C)o1
  PMI activator: 1; HMGR II inh: -4; Hsp70 act: -0.1; PMI act satM6P: 1; Lmaj promast: -6; DTT redox prof: -0.6; TNAP inh hiacc: -5; TNAP inh no acc: -13; S1P3 antagonist: -7; RAM network inh: -0.2

Further results follow.
SMILES | PMI activator | HMGR II inh | Hsp70 act | PMI act satM6P | Lmaj promast | DTT redox prof | TNAP inh hiacc | TNAP inh no acc | S1P3 antagonist | RAM network inh
Cc1nc(C(=O)O)nn1-c1cc(Cl)ccc1Cl | 1.1 | -2 | -0.1 | 1 | -3 | -0.9 | -3 | -10 | -6 | 2.1
CCOC(=O)N1CCN(C(=O)C2CC(=O)N(c3ccc(OC)cc3)C2c2ccc(OC)cc2)CC1 (stereo unspecified) | 0.9 | 5 | -0.5 | 0.9 | -1 | 0.8 | 5 | 1 | nt | -0.2
C/C(N)=C(/C#N)C(=O)CSc1nc2ccccc2c(=O)n1-c1ccccc1C | 0.9 | 3 | -0.3 | 0.9 | 11 | -0.1 | 2 | 1 | -8 | 5.9
CCCCCCCCCCCCC(=O)CCCCC(=O)O | 1 | 6 | -0.2 | 1.1 | 2 | 0.5 | -7 | -12 | 6 | 0.6
CN(C)c1ccc(C(=O)c2ccc(N(C)C)c3ccccc23)cc1 | 0.9 | 4 | 1.4 | 0.8 | 19 | -1.0 | -3 | -7 | nt | 0.6
CC(=O)c1ccc(NC(=O)c2noc3c2CCC3)cc1 | 1.1 | 0 | -0.4 | 1 | 18 | -0.7 | 2 | -2 | -14 | 4.3
COc1cccc(OCCOCCN(C)CCO)c1 | 1 | -1 | -0.1 | 1 | -2 | 0.0 | -4 | -5 | -50 | 1.2
COC(CNC(=O)c1ccc(Cn2c(=S)[nH]c3cc4c(cc3c2=O)OCO4)cc1)OC | 0.9 | -1 | -0.1 | 1 | -2 | 1.9 | -2 | -10 | nt | 0.1
CCOc1cc(C(=O)N(C)Cc2cc3cc(OC)ccc3[nH]c2=O)cc(OCC)c1OCC | 0.9 | -3 | -0.2 | 0.9 | 12 | 3.0 | -1 | -9 | -2 | 0.3
O=C(CSc1nc2nc(-c3cccs3)cc(C(F)(F)F)c2c(=O)[nH]1)Nc1c(F)c(F)c(F)c(F)c1F | 1.1 | -2 | -0.3 | 1.1 | -9 | -0.2 | 2 | -9 | -8 | 2.6
Cc1ccc(C(=O)NCCSc2c(C)[nH]c3ccccc23)cc1[N+](=O)[O-] | 0.9 | -8 | -0.3 | 0.9 | 14 | -0.4 | 1 | -6 | 7 | 0.5
Oc1ccc(Br)cc1-c1cc(-c2ccco2)[nH]n1 | 0.9 | -6 | 0.0 | 0.9 | 3 | 0.1 | -5 | -12 | nt | 2.8
COc1ccccc1NC(=O)c1ccc(N)cc1 | 1 | -2 | -0.3 | 1 | 0 | -1.0 | -4 | -10 | nt | 1.5
Nc1nc(-c2ccco2)nn1C(=O)CCc1ccccc1 | 0.9 | 1 | -0.1 | 0.9 | -6 | -0.1 | 2 | 22 | -3 | 0.5
